DPM-DC inhibit – S. pneumoniae DPM-DC inhibitors, primary screen, biochemical, PK/LDH-coupled NADH fluorescence; diphosphomevalonate decarboxylase (Streptococcus pneumoniae D39); purified DPM-DC; calls only at 10 µM; 65,000 tested, 0.49% active;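 active = the 320 compounds with the highest percent inhibition in the single-dose primary screen, excluding strongly autofluorescent ones, cut at about 32% in these data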;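 note: kinetic rate of NADH fluorescence loss reporting ADP formed by the decarboxylase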
Bfl-1 displacement – Bfl-1 inhibitors, primary screen, biochemical, fluorescence polarization, FITC-Bid, mouse (AID 432). 64,000 tested, 0.02% active. Bcl-2-related protein A1 (Mus musculus). FITC-Bid BH3 peptide fluorescence polarization displacement; higher % means a stronger effect. displacement, % at 20 µM; hits with a dose series show IC50 in µM; in the data active = a potency from the dose series; inactive = the rest, 99 in 100 with displacement below about 15%; note: strong numbers were not always called active
PMK inhibit – S. pneumoniae PMK inhibitors, primary screen, biochemical, mevalonate pathway, pilot trial included. AID 539, 2006. inhibition, % at 10 µM. phosphomevalonate kinase (Streptococcus pneumoniae D39). 65,000 tested, 0.49% active. purified PMK, PK/LDH-coupled NADH absorbance 340 nm;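 active = top-ranked compounds by inhibition in the single 10 µM screen, taking a fixed number of the strongest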;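 note: 0% = full reaction with DMSO carrier and 100% = background rate without enzyme reaction; no value below 0 was filed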
LYP phosphatase – LYP phosphatase inhibitors, primary screen, biochemical, DiFMUP fluorescence, recombinant catalytic domain, 10 µM (AID 606); Tyrosine-protein phosphatase non-receptor type 22 (Homo sapiens); recombinant LYP catalytic domain, DiFMUP fluorescence; higher % means a stronger effect; one-dose inhibition, % at 10 µM; IC50 in µM for titrated hits; 52,000 tested, under 10 active;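 active = IC50 under 40 µM in the dose-response test; inactive = IC50 of 40 µM or more, or never dose-tested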
MK inhibit – S. pneumoniae MK inhibitors, primary screen, biochemical, PK/LDH-coupled NADH absorbance. mevalonate kinase [Streptococcus pneumoniae D39]. purified MK, PK/LDH-coupled NADH absorbance 340 nm. inhibition, % at 10 µM. 65,000 tested, 0.48% active. AID 555, 2006;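 active = ranked among the strongest by inhibition in the single 10 µM screen, a fixed top-ranked set picked for dose follow-up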; note: no value below 0 was filed
HPDE-C7 viability – cytotoxicity in HPDE-C7 cells, cell-based, fluorescence, HTS (AID 430); HPDE-C7 pancreatic duct cells viability, fluorescence; higher % means a stronger effect; cytotoxicity, % at 10 µM; hits with a dose series show EC50 in µM; 63,000 tested, 1.8% active;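 note: cells exposed to compound for 48 hours before viability readout; 0% = vehicle and 100% = reference cytotoxic drug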
Alkaline phosphatase – human TNAP enzyme inhibitors, biochemical, luminescent (AID 518); 64,000 tested, 0.09% active; purified TNAP enzyme, luminescent substrate readout; higher % means a stronger effect; Alkaline phosphatase, tissue-nonspecific isozyme (Homo sapiens); one-dose inhibition, % at 20 µM; IC50 in µM for titrated hits; in the data active = a potency from the dose series; inactive = the rest, 99 in 100 with inhibition below about 22%;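 note: plate controls were vehicle for no effect and reference inhibitor for full effect; many of its hits are not listed in these tables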
HT1080 viability – cytotoxicity in HT1080 fibrosarcoma cells, cell-based, fluorescence readout (AID 620); HT1080 viability, fluorescence; higher % means a stronger effect; cytotoxicity, % at 10 µM; hits with a dose series show EC50 in µM; 87,000 tested, 0.42% active;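 note: cells exposed to compound overnight then 4 h with Alamar Blue; 0% = vehicle DMSO and 100% = killing control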
HPDE-C7K KRASV12 – cytotoxicity in KRAS-transformed pancreatic duct cells, primary screen, cell-based, fluorescence, HTS (AID 431). HPDE-C7K KRASV12 cells, Alamar Blue viability, 48 h; higher % means a stronger effect. 63,000 tested, 1.7% active. one-dose cytotoxicity, % at 10 µM; EC50 in µM for titrated hits;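 active = compounds whose percent cytotoxicity in the single-dose primary screen, scaled between solvent and toxic-drug controls, exceeds 50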;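 note: 0% = DMSO solvent wells and 100% = doxorubicin-treated wells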
PMK inhibit pilot replicates – second read-out of PMK inhibit, no call of its own (marks repeat the call); inhibition, %; measured here: pilot screen replicates
MK inhibit pilot replicates – recorded beside MK inhibit, whose call it bears; inhibition, %; measured here: pilot screen replicates
DPM-DC inhibit pilot screen % – further read-out of DPM-DC inhibit, marked with its call; inhibition, %; measured here: pilot screen trials
An asterisk follows results filed as active; i = inactive; x = no result given. Cut-off read from the data, not from the text of the source, unless noted: active = cytotoxicity above about 50%; inactive = the rest.

SMILES	DPM-DC inhibit	Bfl-1 displacement	PMK inhibit	LYP phosphatase	MK inhibit	HPDE-C7 viability	Alkaline phosphatase	HT1080 viability	HPDE-C7K KRASV12	others
O=C(NCC1CCCO1)C1CCN(c2ccc(S(=O)(=O)N3CCCC3)cc2)CC1 (stereo not given)	i	-7%	16	9%	i	1%	20%	4%	7%	PMK inhibit pilot replicates=6.0;MK inhibit pilot replicates=0.0;DPM-DC inhibit pilot screen %=3.0
CCCCC1(C(=O)OCC)CC(CN2CCOCC2)OC1=O (stereo not given)	i	-10%	5	x	4	2%	13%	8%	10%
c1n[nH]c(NC2=NCCC2)n1	i	-1%	17	7%	5	7%	-8%	-1%	-2%
NC(=O)C1CCN(C(c2ccccc2Cl)c2nnnn2CC2CCCO2)CC1 (stereo not given)	i	5%	0	0%	0	-36%	12%	-7%	-31%
Cn1c(=O)c2c(nc(N3CCCCC3)n2CCCNC2=NCCCC2)n(C)c1=O	i	-2%	5	12%	6	-6%	1%	13%	-4%
Cc1ccc(N2CCN(CCc3nc4cc(NS(C)(=O)=O)ccc4n3C)CC2)cc1	i	-12%	15	x	12	-22%	12%	-1%	-22%	PMK inhibit pilot replicates=3.5;MK inhibit pilot replicates=0.0;DPM-DC inhibit pilot screen %=0.5
Cc1ccc(NC(=O)CSCC(=O)Nc2ncc3c(n2)CC(c2ccco2)CC3=O)cc1 (stereo not given)	i	3%	5	8%	4	x	9%	-11%	x
CCOc1ccc(C2C=C(c3ccc(C)cc3)Nc3nnnn32)cc1 (stereo not given)	i	-2%	5	11%	14	-1%	-2%	4%	-11%
COc1ccc(CNC(=O)NCc2ccc(OC)c(OC)c2)cc1OC	i	-5%	7	9%	0	-13%	7%	-2%	-8%
CN(c1cccc(NC(=O)COc2ccccc2)c1)S(C)(=O)=O	i	5%	14	-1%	6	-15%	17%	-5%	-1%	PMK inhibit pilot replicates=1.0;MK inhibit pilot replicates=2.5;DPM-DC inhibit pilot screen %=0.0
COC(=O)CN1C(=O)C2(OCCCO2)c2cc(Br)ccc21	i	0%	12	7%	7	x	6%	20%	x
CC(C)CN(C(=O)COC(=O)c1cc2c(s1)CCC2)C1CCS(=O)(=O)C1 (stereo not given)	i	12%	17	x	0	-10%	11%	5%	-5%
O=C(CN1C(=O)c2ccccc2S1(=O)=O)NCCSc1ccccc1	i	7%	12	x	13	-11%	19%	-9%	-17%
COc1ccc(CNc2nc3nc(C)c(Cl)c(C)n3n2)cc1OC	i	-2%	7	9%	7	5%	11%	-5%	-5%	PMK inhibit pilot replicates=1.5;MK inhibit pilot replicates=0.0;DPM-DC inhibit pilot screen %=5.0
CC12CCC(C(=O)n3c1nc1ccccc13)C2(C)C (stereo not given)	i	-2%	12	-6%	0	-7%	10%	1%	-5%

Next section; the last 4 above are carried over.
SMILES	DPM-DC inhibit	Bfl-1 displacement	PMK inhibit	LYP phosphatase	MK inhibit	HPDE-C7 viability	Alkaline phosphatase	HT1080 viability	HPDE-C7K KRASV12	others
CC(C)CN(C(=O)COC(=O)c1cc2c(s1)CCC2)C1CCS(=O)(=O)C1 (stereo not given)	i	12%	17	x	0	-10%	11%	5%	-5%
O=C(CN1C(=O)c2ccccc2S1(=O)=O)NCCSc1ccccc1	i	7%	12	x	13	-11%	19%	-9%	-17%
COc1ccc(CNc2nc3nc(C)c(Cl)c(C)n3n2)cc1OC	i	-2%	7	9%	7	5%	11%	-5%	-5%	PMK inhibit pilot replicates=1.5;MK inhibit pilot replicates=0.0;DPM-DC inhibit pilot screen %=5.0
CC12CCC(C(=O)n3c1nc1ccccc13)C2(C)C (stereo not given)	i	-2%	12	-6%	0	-7%	10%	1%	-5%
COc1ccc(-n2c(Cc3cccn3C)nnc2SCC(=O)Nc2ccc(C(C)=O)cc2)cc1	i	-4%	5	-4%	2	-13%	10%	0%	0%
Cc1nn(-c2nnc(C)c(=O)[nH]2)c(C)c1SCC(=O)Nc1ccc(C(C)C)cc1	i	-2%	10	9%	8	-11%	15%	x	-6%
CCC(C)NC(=O)C1=C(C)C(=O)OC12CCC(C)CC2 (stereo not given)	i	-2%	0	3%	12	-3%	9%	-3%	-8%
O=C(CN1CCN(C(=O)c2c(F)cccc2F)CC1)Nc1ccccc1F	i	-9%	4	6%	0	-18%	1%	-4%	-9%
Cc1ccc(-n2ncc3c(NCCCn4ccnc4)ncnc32)c(C)c1	i	-2%	0	-2%	0	-13%	4%	-6%	-4%
O=C(OCCN1CCOCC1)C(c1ccccc1)c1ccccc1	i	13%	17	6%	8	-14%	-15%	1%	-10%
CCCCn1c2c(c(=O)n(C)c1=O)C(c1ccc(OC)cc1)N1CCCCCC1=N2 (stereo not given)	i	x	11	-3%	0	x	x	8%	x
Cc1ccc(NC(=O)CC(=O)NCCN2CCOCC2)cc1	i	-1%	0	10%	3	-13%	-2%	-4%	-25%
COCCNC(=O)CCn1nc(-c2ccc(Cl)cc2)ccc1=O	i	-1%	16	8%	5	-8%	2%	11%	-10%
CC(C)Nc1nc(-c2ccccc2)nc(-n2ccnc2)n1	i	1%	11	-4%	0	58%*	11%	-6%	1%
CN(C1CCCCC1)S(=O)(=O)c1ccc(S(=O)(=O)N2CCN(CCC#N)CC2)cc1	i	-4%	2	-4%	0	16%	18%	1%	2%	PMK inhibit pilot replicates=0.5;MK inhibit pilot replicates=2.5;DPM-DC inhibit pilot screen %=4.0
CCC(=O)OC1(C#CCOc2ccc(OC)cc2)CCN(C)CC1	i	-2%	1	0%	6	-29%	-4%	12%	-13%	PMK inhibit pilot replicates=0.0;MK inhibit pilot replicates=0.0;DPM-DC inhibit pilot screen %=2.5
COc1cccc(NC(C)C(=O)N2CC(C)OC(C)C2)c1 (stereo not given)	i	x	13	19%	2	x	x	0%	x
CCOC(=O)c1c(NC(=O)c2noc3c2CCCC3)sc2c1CCCC2	i	-6%	10	0%	8	2%	17%	-4%	-1%
O=c1c2[nH]c3ccccc3c2ncn1C1CCCCC1	i	-1%	7	15%	11	8%	10%	7%	4%
Cc1cccc(C)c1NC(=O)N1CCC(N2CCCCC2)CC1	i	-5%	17	15%	0	3%	1%	5%	9%
CC(=O)C1=C(O)C(=O)N(Cc2ccccc2)C1c1cccs1 (stereo not given)	i	-11%	18	8%	9	2%	4%	-10%	-2%
O=C1[C@@H]2[C@H](C(=O)N1O)[C@H]1C=C[C@@H]2C1	i	-2%	0	0%	6	0%	9%	-3%	-4%
CCOc1ccc(OCC)c(NC(=O)CSc2nc3c(c(=O)n(C)c(=O)n3C)n2CC)c1	i	4%	6	5%	0	-15%	6%	6%	-13%
CCOC(=O)C1C(=O)NC(SC)=C(C#N)C1c1ccccc1F (stereo not given)	i	0%	0	x	11	-22%	3%	4%	-9%
Cc1cccc(OCCCCCn2ccnc2)c1	i	-3%	0	10%	48*	-12%	16%	x	-10%
Cn1c(=O)c2c(nc(CN3CCC(C(N)=O)CC3)n2Cc2ccccc2Cl)n(C)c1=O	i	-7%	10	-4%	6	-10%	9%	1%	-9%
Cc1cc(C)n(CC2CC(=O)N(c3ccc(C)c(Cl)c3)C2=O)n1 (stereo not given)	i	-3%	6	14%	2	3%	-6%	1%	3%
COc1ccccc1NC(=O)C(C)N1CCN(C/C=C/c2ccccc2)CC1 (stereo not given)	i	-10%	13	x	8	8%	16%	-3%	8%
Cc1ccc(S(=O)(=O)N[C@H](C(=O)N2CCC(C(=O)N3CCC[C@H]3C(=O)O)CC2)C(C)C)cc1	i	-4%	12	2%	8	-8%	7%	2%	-12%
COc1ccccc1CN1CC(C(=O)NCc2cccnc2)CC1=O (stereo not given)	i	-9%	10	-1%	3	-2%	21%	33%	1%	PMK inhibit pilot replicates=4.0;MK inhibit pilot replicates=2.0;DPM-DC inhibit pilot screen %=3.5
Cc1ccc(Cl)cc1N1CCN(Cc2nc3c(c(=O)[nH]c(=O)n3C)n2Cc2ccccc2F)CC1	i	-2%	2	10%	0	112%*	3%	-14%	117%*
Cc1cc(N2C(=O)C(=O)/C(=C(/O)c3ccc(Cl)cc3)C2c2cccc(Br)c2)no1 (stereo not given)	i	0%	0	7%	7	56%*	21%	-6%	61%*
COc1cccc2cc(C(C)N(CCCN3CCOCC3)C(=O)Nc3ccccc3)oc12 (stereo not given)	i	5%	8	-35%	1	0%	2%	-5%	-2%
Cc1nc2ccccc2c2oc(C(=O)N3CCN(C4CCCCC4)CC3)cc12	i	5%	1	1%	6	0%	6%	-2%	-7%
CN(C)/C=C1\C=C(c2ccccc2)OC1=O	i	2%	17	-4%	0	-4%	9%	6%	-6%
CCOc1ccc(OCC)c(NC(=O)C2COc3ccccc3O2)c1 (stereo not given)	i	-6%	12	1%	7	0%	6%	-9%	3%
CCn1c(CNc2ccccc2Cl)nnc1SCC(=O)OC1CCCCC1	i	-3%	14	x	12	1%	1%	-19%	-8%
CCOC(=O)CSC1=C(C#N)C(c2ccccc2)C(C(C)=O)=C(C)N1 (stereo not given)	i	-7%	12	x	7	-2%	1%	-5%	8%
O=C(Cn1cnc2c(cnn2-c2ccccc2)c1=O)OCc1ccccc1	i	1%	8	x	4	-2%	10%	1%	-8%
O=C(C1CCCN(Cc2cccs2)C1)N1CCCCCC1 (stereo not given)	i	-1%	10	2%	27	10%	-1%	-7%	6%
COCCCN1C(=O)c2ccc(C(=O)Nc3ccc(OC)cc3OC)cc2C1=O	i	-6%	15	4%	12	-5%	13%	-8%	5%
COCCN1C(=O)c2oc3ccccc3c(=O)c2C1c1cccc(O)c1 (stereo not given)	i	-3%	3	-1%	1	-13%	3%	10%	-9%
CCCc1[nH]nc2c1C(/C(C)=C/c1ccccc1)C(C#N)=C(N)O2 (stereo not given)	i	4%	7	1%	11	11%	11%	7%	7%
CC(=O)N1C(=O)C(=C2C=C(C)OC(C)=C2)c2ccccc21	i	-94%	10	11%	0	-10%	13%	0%	-10%
CC(=NCCc1ccccc1)C1=C(O)COC1=O	i	-2%	12	-2%	3	-12%	1%	-3%	-22%
O=C(Cn1c(C(=O)NCCCN2CCOCC2)cc2sccc21)c1ccccc1	i	0%	17	x	0	-7%	7%	-1%	2%
CN1CCN(CCCNC(=O)c2ccc3c(c2)N(Cc2ccccc2)CCS3)CC1	x	1%	16	-15%	0	-16%	2%	-4%	-3%
Cc1onc(-c2ccccc2)c1C(=O)N1CCCc2ccccc21	i	-2%	0	x	0	7%	14%	11%	11%
CCN(CC)S(=O)(=O)N1CCC(C(=O)NC2CCCC2)CC1	i	-5%	14	3%	0	-4%	6%	2%	-2%
